PI5P4Ka inh: PI5P4K alpha (human) kinase inhibition | P48426 | PI5P4Kalpha enzyme, ADP-Glo luminescence, 60 min; active compounds read low | max response, % | hit rate 1.2% among 330,000; active means max response of -50% or lower; inconclusive means between -30% and -50%; inactive means -30% or higher; further: value at the top dose of about 77 µM; on the % scale 0 is the no-effect control and ±100 the full control effect
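Controls without substrate or without enzyme flank wells where PI5P4Kalpha converts substrate using 5 microM ATP (final). Incubation lasts 60 minutes at room temperature; ADP formed is read by ADP-Glo luminescence.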
EPAC1 antag: blocks human EPAC1 exchange factor; O95398; EPAC1 GEF assay, Rap1b-BODIPY-GDP exchange fluorescence; Potency, µM (doses to about 115 µM), for inactives: at the top dose activity change, negative = inhibition, most hits filed as inhibitors; hit rate 0.14% among 360,000; AID 720709;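 further: potency means the concentration at half of the fitted maximal effect; plate controls were vehicle for no effect and positive control for full effect; nearly all actives have a fitted effect of over 50% in size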
PLK1 PBD block: blocks phosphopeptide binding to human PLK1 polo-box domain; P53350; Plk1 PBD binding of FITC phosphopeptide, fluorescence polarization; Potency, µM, for inactives: max response, negative = inhibition, most hits filed as inhibitors; hit rate 2.8% among 360,000; AID 720504; further: potency means the concentration at half of the fitted maximal effect; series mostly up to about 57 µM; on the % scale 0 is the no-effect control and ±100 the full control effect; nearly all actives have a fitted effect of over 65% in size
FUS suppressor: rescues growth of FUS-expressing yeast. S. cerevisiae FUS-expressing, growth rescue, OD600, 24 h. Potency, µM (titrated, usually from 76.6 µM), inactives show top-dose growth rescue (activation), hits mostly activators. hit rate 0.24% among 390,000. AID 1347120;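 further: potency means the concentration at half of the fitted maximal effect; plate controls were DMSO vehicle for no effect and reference control for full effect; nearly all actives have a fitted effect of over 55% in size; some results filed as inactive show a strong effect at the top dose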
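FUS-expressing yeast, raffinose-pregrown, induced in 2% galactose minimal medium at OD 0.005; compounds in a dilution series, 24hr at 30C. Growth restoration read as absorbance at 600 nm. CP55940 positive control, DMSO negative.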
EPAC1 ag: agonists of human EPAC1; O95398; hit rate 0.073% among 360,000; Potency, µM (titrated, usually from 154 µM), inactives show at the top dose activation, most hits filed as activators; EPAC1 agonist qHTS, biochemical assay; response scale: 100% = response to 6.5 mM cAMP; AID 720707; further: potency means the concentration at half of the fitted maximal effect; nearly all actives have a fitted effect of over 60% in size
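Nucleotide exchange by EPAC1 (100 nM) on Rap1B–BODIPY-GDP (250 nM) in the presence of 50 uM GDP is tracked fluorescently at 480/540 nm over 30 min. Signals are normalized to a 6.5 mM cAMP control.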
Abeta rescue: restores growth of yeast expressing A-beta42 peptide. Potency, µM (highest dose often 46.1 µM), for the others: at the top dose growth rescue, most hits filed as activators. hit rate 0.063% among 410,000. yeast expressing A-beta42, growth rescue, OD600, 48 h; response scale: 0% DMSO, 100% iron-clioquinol control; further: potency means the concentration at half of the fitted maximal effect; nearly all actives have a fitted effect of over 55% in size
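Yeast growth medium received pinned compounds, then yeast cells expressing toxic A-beta were added; plates incubated at 30 C for 48 hr. Growth read as absorbance at 600 nm, normalized to DMSO and equimolar FeCl3 plus clioquinol controls.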
aSyn rescue: alpha-synuclein toxicity inhibition in yeast | Yeast expressing alpha-synuclein, growth rescue, BacTiter-Glo, 24 h | Potency, µM (series often up to 46.1 µM), inactives show top-dose growth rescue (activation), hits mostly activators | hit rate 0.14% among 370,000 | AID 652106; further: potency means the concentration at half of the fitted maximal effect; % of control where 0% means no effect; nearly all actives have a fitted effect of over 65% in size
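Rescue of yeast growth: cells expressing toxic alpha-synuclein, induced in galactose at OD600 0.02, incubated with compound 24 h at 30 C. ATP luminescence quantified growth; inhibitors of toxicity appear as activators.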
WRN inhibitor: inhibitors of human WRN helicase | Q14191 | hit rate 0.46% among 360,000 | Potency, µM (doses to about 114 µM), without a hit: at the highest dose activity change, negative = inhibition, hits mostly inhibitors | WRN helicase unwinding, fluorescent forked duplex, kinetic | AID 651768; further: potency means the concentration at half of the fitted maximal effect; on the % scale 0 is the no-effect control and ±100 the full control effect; nearly all actives have a fitted effect of over 55% in size
Target sequence (Q14191 whole entry, looked up): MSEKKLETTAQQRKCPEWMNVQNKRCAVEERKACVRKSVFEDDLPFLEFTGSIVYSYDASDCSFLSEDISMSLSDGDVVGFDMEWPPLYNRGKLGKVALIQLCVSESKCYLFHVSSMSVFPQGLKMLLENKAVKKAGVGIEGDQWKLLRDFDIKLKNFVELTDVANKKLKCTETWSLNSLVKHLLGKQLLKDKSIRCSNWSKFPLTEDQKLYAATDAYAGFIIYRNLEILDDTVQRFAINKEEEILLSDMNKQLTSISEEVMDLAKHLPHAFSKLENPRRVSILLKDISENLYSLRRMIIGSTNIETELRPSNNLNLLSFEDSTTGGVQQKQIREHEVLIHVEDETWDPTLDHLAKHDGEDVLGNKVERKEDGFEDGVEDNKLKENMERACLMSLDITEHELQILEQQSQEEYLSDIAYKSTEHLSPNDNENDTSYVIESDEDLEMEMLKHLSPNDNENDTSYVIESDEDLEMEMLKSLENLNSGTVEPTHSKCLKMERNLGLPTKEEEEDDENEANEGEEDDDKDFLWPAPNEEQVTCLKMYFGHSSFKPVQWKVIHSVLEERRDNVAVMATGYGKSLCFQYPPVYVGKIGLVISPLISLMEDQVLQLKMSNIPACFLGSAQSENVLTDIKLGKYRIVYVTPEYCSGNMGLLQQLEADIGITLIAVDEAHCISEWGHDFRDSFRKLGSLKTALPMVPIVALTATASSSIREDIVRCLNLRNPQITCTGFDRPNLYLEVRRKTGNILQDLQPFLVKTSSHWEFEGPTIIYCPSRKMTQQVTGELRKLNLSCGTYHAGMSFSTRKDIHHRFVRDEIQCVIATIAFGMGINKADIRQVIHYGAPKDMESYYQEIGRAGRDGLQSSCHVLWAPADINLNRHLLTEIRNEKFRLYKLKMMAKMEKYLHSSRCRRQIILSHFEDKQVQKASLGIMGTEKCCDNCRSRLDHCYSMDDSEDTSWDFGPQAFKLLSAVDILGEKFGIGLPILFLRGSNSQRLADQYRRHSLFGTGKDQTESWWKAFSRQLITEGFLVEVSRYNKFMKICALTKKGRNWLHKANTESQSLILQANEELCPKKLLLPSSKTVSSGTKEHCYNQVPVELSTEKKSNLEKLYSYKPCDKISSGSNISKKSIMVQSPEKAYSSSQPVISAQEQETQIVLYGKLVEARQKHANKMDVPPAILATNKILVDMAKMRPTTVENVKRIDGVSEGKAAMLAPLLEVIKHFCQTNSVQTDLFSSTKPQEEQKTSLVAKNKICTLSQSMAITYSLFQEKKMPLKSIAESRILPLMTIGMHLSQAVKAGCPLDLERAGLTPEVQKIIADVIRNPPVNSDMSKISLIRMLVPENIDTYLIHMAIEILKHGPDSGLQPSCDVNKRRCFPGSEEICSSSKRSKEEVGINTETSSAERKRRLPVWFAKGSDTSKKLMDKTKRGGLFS
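Kinetic red-fluorescence monitoring (525/598 nm) tracks WRN helicase activity after 100 nM fluorophore-quencher forked duplex and 2 mM ATP are added to 20 nM enzyme pretreated 15 min at room temperature with compound.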
IL-2 act: activates IL-2 in a cell-based reporter assay. IL-2 activation reporter assay, cell-based qHTS; stimulated with anti-CD3/CD4/CD28 beads; in transgenic mouse T cells. activation, % (series mostly up to about 46 µM). hit rate 0.065% among 360,000; in the data active means activation above about 50%; inconclusive means mostly about 30% to 49%; further: 0% is about no effect
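Unstimulated transgenic mouse T cells preincubated 60 min with compound, then stimulated with anti-CD3/anti-CD4-coated beads plus anti-CD28 for 18 h at 37 degrees C. IL-2 response read as EGFP and DsRed fluorescence by plate cytometry.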
Active calls of the source: *; ? = inconclusive; · = no result given; & = joins results of further samples; [ ] = remark or other dose. Unless noted, the call rests on the fitted dose curve; in most records, active means well fitted curve in the direction sought with a large enough effect; inconclusive means small, poorly fitted or top-dose-only effect, or another doubt; inactive means no such curve, though single readings can be large; an effect the other way counts as inactive or inconclusive. The order is random; about 4.1% have a hit in one of these screens.

SMILES	PI5P4Ka inh	EPAC1 antag	PLK1 PBD block	FUS suppressor	EPAC1 ag	Abeta rescue	aSyn rescue	WRN inhibitor	IL-2 act
CCCN(CC(=O)Nc1ccccc1OC)C(=O)c1cc(-c2cccs2)nn1-c1ccccc1	0	-2%	1%	32%	2%	20%	5%	-13%	-5.5
COc1ccc(NC(=O)CN2C(=O)NC(C)(C3CC3)C2=O)cc1S(=O)(=O)N1CCOCC1 (stereo unspecified)	-11	14%	2%	21%	-7%	10%	2%	0%	0.1
Cc1cc(C)c(S(=O)(=O)c2ccccc2)c(OC(=O)c2c(F)cccc2F)n1	-11	?	?	-11%	8%	-38%[inhibitor]	1%	-24%[57.1 µM]	-5.0
COc1ccc(C(=O)NC(CO)c2nnc(SCc3ccc(Cl)c(Cl)c3)n2C)cc1 (stereo unspecified)	·	0%	-10%	24%	-2%	8%	19%	19%	2.9
O=C(COC(=O)c1cc(-c2cccs2)nc2ccccc12)NC1CCS(=O)(=O)C1 (stereo unspecified)	6	2%	-13%	15%	4%	1%	-10%	15%	0.0
CN(NC(=O)c1ccccc1F)c1ncccc1[N+](=O)[O-]	0	2%	-12%	-22%	2%	-16%	1%	4%	0.6
Nn1nnc2ccccc21	3	0%	-17%	-21%	-6%	-5%	-1%&4%	-2%	-0.1
CCc1ccc(C2N3CC4([N+](=O)[O-])CN2CC([N+](=O)[O-])(C3)C4(C)C)cc1 (stereo unspecified)	20	6%	-11%	·	5%	2%	0%	5%	1.7
CC(C)NC(=O)C1Cc2c(-c3ccc4c(c3)OCO4)ccnc2O1 (stereo unspecified)	-1	-12%	-6%	-7%	-10%	-5%	0%	6%	-0.9
O=C(c1cc(C2CC2)nn1-c1ccccc1)N1CCN(c2ncc(C(F)(F)F)cc2Cl)CC1	4	-5%	3%	·	1%	15%	-21%	-3%	-4.8
CCC1CCCCN1C(=O)COC(=O)c1cc(=O)[nH]c2ccccc12 (stereo unspecified)	-1	-6%	-2%	·	11%	-3%	7%	-1%	-3.7
C/C(CC(=O)Nc1cccnc1)=N\NC(=O)C(C)Oc1ccc(Cl)cc1Cl (stereo unspecified)	1	-13%	-15%	-1%	3%	-5%	-2%	?	0.0
CCCCCCCCN1C(=O)[C@H](CC(=O)NCCC(C)C)C[C@@]2(C(=O)OCC)CCCC=C12	4	-20%	-5%	?	-9%	4%	-1%	-3%	-1.1
Cc1c(Cl)cccc1NC(=O)CNCc1ccccc1F	1	5%	7%	17%	-2%	7%	3%	-3%	-0.7
CN1C(=O)/C(=C2\SC(=S)N(CCCCCC(=O)O)C2=O)c2ccccc21	0	-2%	?	-18%	8%	-1%	11%	-11%	1.7
COc1cccc(NC(=O)CN(C)C(=O)c2ccc3[nH]c4c(c3c2)CC(C)CC4)c1 (stereo unspecified)	10	-5%	8%	-18%	3%	1%	-2%	-21%	-4.7
Cc1cccc(C(=O)N2CCNC(=O)C2CC(=O)Nc2cccc(Cl)c2)c1 (stereo unspecified)	1	5%	-4%	15%	0%	8%	2%	11%	-2.5
COc1ccc(CNC(=O)C2Cc3c(-c4ccc5c(c4)OCO5)ccnc3O2)cc1OC (stereo unspecified)	-16	-11%	-3%	17%	-12%	-19%	0%	0%[57.1 µM]	-0.6
C=CCN(C(=O)C1CSC2(C)CCC(=O)N12)c1nc(-c2ccccc2)cs1 (stereo unspecified)	3	-14%	-12%	38%	3%	-6%	-1%	-12%	1.5
CC(C)CNC(=O)C1CCN(c2ccc(S(=O)(=O)N3CCOCC3)cc2[N+](=O)[O-])CC1	-1	-8%	-11%	-17%	1%	4%	0%	-8%	0.5
CCOC(=O)c1c(OCC)[nH]c2c1cc(O)c1ccccc12	·	3%	?	43%	3%	-14%	-1%	-26%	0.5
N#Cc1c(SCC(N)=O)nsc1SCc1ccccc1Cl	10	-2%	-5%	-6%	-4%	14%	2%	-6%	-0.5
Cc1ccc(C(=O)Nc2nnc(NC(=S)Nc3ccccc3)s2)cc1	?	-6%	?	15%	-4%	14%	-5%	-6%	-1.0
Cc1c(OCC(=O)N2CCC(C(=O)O)CC2)ccc2c1oc(=O)c1ccccc12	0	-6%	-8%	14%	-13%	-2%	7%	0%	-0.2
Cc1nnc2sc(SCC(=O)Nc3cccc(Cl)c3)nn2c1=O	2	-4%	4%	18%	-5%	10%	-1%	-5%[57.1 µM]	-1.1
CCC(=O)Nc1c2c(nn1-c1cccc(Cl)c1)CSC2	-18	2%	-8%	-6%	-9%	-1%	-4%	-2%	-1.1
O=C(CC(=O)c1ccccc1O)c1cccc(F)c1	-10	?	-13%	·	8%	-38%[inhibitor]	13µM*	-26%	-4.7
Cc1cc2nncn2c2ccccc12	2	0%	-3%	1%	0%	17%	2%	-5%[57.1 µM]	0.4
COc1ccc(C(=O)Nc2nncs2)cc1S(=O)(=O)N1CCOCC1	-1	-9%	-10%	11%	-13%	6%	7%	-4%	0.5
COCCNC(=O)C(c1ccccc1F)N(C(=O)C(=O)NC1CCCC1)C1CCCCC1 (stereo unspecified)	1	-6%	-4%	22%	-7%	-19%	-1%	1%	0.7
NNc1ccc([N+](=O)[O-])c2[nH][nH]c(=O)c12	-83*	?	24µM*	-22%	7%	0%	-7%	20µM*	-0.5
CC1CCCN(c2sc(S(C)(=O)=O)nc2S(=O)(=O)c2ccc(Cl)cc2)C1 (stereo unspecified)	0	-20%	-14%	-7%	6%	13%	-5%	13%	-1.1
COc1ccc(SC2=C[C@@]3(O)CC[C@@H](O)[C@@](Sc4ccc(OC)cc4)(C2=O)[C@H]3O)cc1	-8	-11%	?	6%	-9%	10%	13%	2%	-0.8
COCCCN1C(=O)C(=O)/C(=C(/O)c2ccc(OC)cc2)C1c1ccc(O)c(OC)c1 (stereo unspecified)	2	13%	-6%	18%	-3%	0%	-6%	-2%	0.5
O=C(NC1CCCCC1)C(c1ccc(F)cc1)N(Cc1ccco1)C(=O)Cn1nnc2ccccc21 (stereo unspecified)	·	1%	-5%	10%	-2%	3%	4%	1%	1.5
Cc1ccc(NS(=O)(=O)c2ccc(-n3cccn3)cc2)c(Br)c1	-12	-6%	-11%	11%&3%	-9%	-7%&-7%	7%	6%	-3.9
Cc1ccc(OCCCc2c(C)n[nH]c2C)cc1	7	3%	2%	13%	-3%	?	5%	3%	-2.6
CS(=O)(=O)c1ccccc1C(=O)N1CCN(S(=O)(=O)c2ccc(C3CCCCC3)cc2)CC1	15	-14%	-4%	?	14%	18%	4%	-10%	-4.1
CCOc1ccccc1Oc1c(C)oc2c(CN3CCN(C)CC3)c(O)ccc2c1=O	·	10%	0%	10%	-2%	8%	2%	9%	-0.3
Cc1cc(C)n(-c2nc(-c3ccccc3)cs2)n1	13	18%	-10%	5%	-4%	-11%	-18%	3%	-0.8
CCOc1ccc(NC(=O)CC2C(=O)NCCN2C(=O)c2ccc(Cl)cc2)cc1 (stereo unspecified)	-1	11%	-8%	9%	6%	-4%	-4%	3%	-0.3
Cc1c(C(=O)Nc2nccs2)oc2ccccc12	-14	-1%	-7%	7%	5%	-3%	-8%	10%	-1.8
OC[C@@H]1CN(Cc2ccc(F)cc2)C[C@H](n2cnc3c(N4CCOCC4)ncnc32)O1	7	2%	2%	-13%	2%	-7%	0%	-7%	-0.5
CC(NC(=O)C12CC3CC(C1)CC(n1cncn1)(C3)C2)C12CC3CC(CC(C3)C1)C2 (stereo unspecified)	2	-10%	-1%	27%	1%	-17%	11%	-1%	-0.4
S=C1Nc2ccccc2CS1	-19	-5%	-15%	12%	-3%	9%	2%	6%	-0.2
CC(=O)Nc1c([N+](=O)[O-])cc2[nH]c(=O)[nH]c2c1[N+](=O)[O-]	1	-3%	?	-4%	4%	-13%	3%	-6%[57.1 µM]	0.2

Sorted by number of heavy atoms (low to high): some entries from above.
SMILES	PI5P4Ka inh	EPAC1 antag	PLK1 PBD block	FUS suppressor	EPAC1 ag	Abeta rescue	aSyn rescue	WRN inhibitor	IL-2 act
S=C1Nc2ccccc2CS1	-19	-5%	-15%	12%	-3%	9%	2%	6%	-0.2
Cc1ccc(OCCCc2c(C)n[nH]c2C)cc1	7	3%	2%	13%	-3%	?	5%	3%	-2.6
CC(=O)Nc1c([N+](=O)[O-])cc2[nH]c(=O)[nH]c2c1[N+](=O)[O-]	1	-3%	?	-4%	4%	-13%	3%	-6%[57.1 µM]	0.2
Cc1ccc(NS(=O)(=O)c2ccc(-n3cccn3)cc2)c(Br)c1	-12	-6%	-11%	11%&3%	-9%	-7%&-7%	7%	6%	-3.9
CCOc1ccc(NC(=O)CC2C(=O)NCCN2C(=O)c2ccc(Cl)cc2)cc1 (stereo unspecified)	-1	11%	-8%	9%	6%	-4%	-4%	3%	-0.3
CC(NC(=O)C12CC3CC(C1)CC(n1cncn1)(C3)C2)C12CC3CC(CC(C3)C1)C2 (stereo unspecified)	2	-10%	-1%	27%	1%	-17%	11%	-1%	-0.4
OC[C@@H]1CN(Cc2ccc(F)cc2)C[C@H](n2cnc3c(N4CCOCC4)ncnc32)O1	7	2%	2%	-13%	2%	-7%	0%	-7%	-0.5
CS(=O)(=O)c1ccccc1C(=O)N1CCN(S(=O)(=O)c2ccc(C3CCCCC3)cc2)CC1	15	-14%	-4%	?	14%	18%	4%	-10%	-4.1
